HT1080-NT tox – qHTS for induction of synthetic lethality in tumor cells producing 2HG: qHTS for the HT-1080-NT fibrosarcoma cell line | 1.6% of 360,000 active | HT-1080-NT fibrosarcoma viability, CellTiter-Glo ATP luminescence, 48 h | Potency, µM (top dose mostly 46.1 µM), inactives show at the highest dose activity, negative = less viability, hits mostly cytotoxic;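 also: NT is the 2HG producing partner of a matched IDH1 knockdown line; potency is read from the fitted curve at half-maximal effect; 0% = DMSO-treated cells and -100% = media-only wells without cells; nearly all actives have a fitted effect of over 55% in size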
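Read-out is CellTiter-Glo luminescence after 10 minutes at room temperature, following 48 hours' compound treatment of HT-1080-NT cells (750 cells/well, RPMI, 5% FBS, 37 degrees C).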
WRN helicase inh – qHTS for Inhibitors of WRN Helicase; AID 651768, 2012; 0.46% of 360,000 active; WRN helicase unwinding, fluorescent forked duplex, kinetic; Potency, µM (titrated, usually from 114 µM), for inactives: at the highest dose activity change, negative = inhibition, usual class: inhibitors; Bifunctional 3'-5' exonuclease/ATP-dependent helicase WRN (Homo sapiens), Q14191; also: potency is read from the fitted curve at half-maximal effect; % is scaled to controls: 0 for no effect and ±100 for the full control effect; nearly all actives have a fitted effect of over 55% in size
Target sequence (Q14191 whole entry, looked up): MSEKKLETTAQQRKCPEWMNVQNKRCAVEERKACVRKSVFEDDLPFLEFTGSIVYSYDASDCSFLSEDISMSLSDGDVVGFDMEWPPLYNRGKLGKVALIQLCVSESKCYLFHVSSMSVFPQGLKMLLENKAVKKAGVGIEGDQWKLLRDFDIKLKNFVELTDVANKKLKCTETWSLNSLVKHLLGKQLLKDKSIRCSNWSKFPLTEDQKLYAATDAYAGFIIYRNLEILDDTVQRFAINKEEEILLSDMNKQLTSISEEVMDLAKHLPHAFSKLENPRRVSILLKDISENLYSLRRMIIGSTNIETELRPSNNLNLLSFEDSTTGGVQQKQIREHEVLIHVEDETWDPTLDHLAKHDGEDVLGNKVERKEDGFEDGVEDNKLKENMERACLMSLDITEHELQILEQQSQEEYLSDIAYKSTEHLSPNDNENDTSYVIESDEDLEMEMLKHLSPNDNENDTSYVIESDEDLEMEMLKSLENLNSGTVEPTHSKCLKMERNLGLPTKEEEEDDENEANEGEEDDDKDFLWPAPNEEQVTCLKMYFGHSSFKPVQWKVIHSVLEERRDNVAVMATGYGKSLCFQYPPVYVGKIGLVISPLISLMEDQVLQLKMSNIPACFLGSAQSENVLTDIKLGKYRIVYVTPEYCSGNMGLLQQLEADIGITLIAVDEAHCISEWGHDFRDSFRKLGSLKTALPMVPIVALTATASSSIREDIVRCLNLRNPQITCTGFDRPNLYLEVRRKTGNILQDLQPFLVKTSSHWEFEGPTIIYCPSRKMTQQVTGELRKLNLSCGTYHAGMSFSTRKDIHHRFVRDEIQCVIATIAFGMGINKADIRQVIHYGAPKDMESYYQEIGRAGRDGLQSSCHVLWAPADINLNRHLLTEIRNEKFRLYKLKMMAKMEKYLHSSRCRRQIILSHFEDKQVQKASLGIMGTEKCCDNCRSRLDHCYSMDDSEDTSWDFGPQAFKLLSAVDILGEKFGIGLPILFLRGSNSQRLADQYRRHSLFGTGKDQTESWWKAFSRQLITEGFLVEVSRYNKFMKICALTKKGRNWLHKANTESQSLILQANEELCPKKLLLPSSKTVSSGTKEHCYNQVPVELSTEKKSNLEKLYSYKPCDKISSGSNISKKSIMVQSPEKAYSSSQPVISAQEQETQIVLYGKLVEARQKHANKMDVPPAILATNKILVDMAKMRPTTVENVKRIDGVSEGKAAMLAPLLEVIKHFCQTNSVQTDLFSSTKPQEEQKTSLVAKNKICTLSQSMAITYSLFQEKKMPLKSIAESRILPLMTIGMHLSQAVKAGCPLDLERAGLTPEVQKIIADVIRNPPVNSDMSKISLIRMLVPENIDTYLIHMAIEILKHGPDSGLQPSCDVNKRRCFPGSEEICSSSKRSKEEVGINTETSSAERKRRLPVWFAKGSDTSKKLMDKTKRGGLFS
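Kinetic fluorescence helicase assay: unwinding of a quenched forked DNA duplex (100 nM final) with 2 mM ATP final raises red fluorescence (525/598 nm). Compounds sat 15 min at room temperature with 20 nM WRN beforehand.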
KB-3-1 tox – qHTS assay for MDR1-selective chemotherapeutics: Primary screen using the parental adenocarcinoma cell KB-3-1. Potency, µM (series often up to 46.1 µM), for inactives: top-dose activity change, negative = cytotoxic, hits mostly cytotoxic. 1.4% of 400,000 active. KB-3-1 viability, CellTiter-Glo ATP luminescence, 72 h; also: potency is read from the fitted curve at half-maximal effect; % is scaled to controls: 0 for no effect and ±100 for the full control effect; nearly all actives have a fitted effect of over 60% in size
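Viability of parental KB-3-1 cells, measured by CellTiter-Glo luminescence, followed a 72 h incubation at 37 °C with pinned compounds in phenol-red-free DMEM containing 10% FBS.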
ATXN2 expr inh – Primary qHTS for Inhibitors of ATXN expression; HEK-293 ATXN2-luciferase reporter, luminescence, 24 h; Potency, µM (top dose mostly 57 µM), inactives show top-dose activity change, negative = inhibition, actives largely listed as inhibitors; 0.72% of 360,000 active; also: potency is read from the fitted curve at half-maximal effect; % is scaled to controls: 0 for no effect and ±100 for the full control effect; nearly all actives have a fitted effect of over 55% in size
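qHTS (up to 57 uM final) was run with 24 h compound exposure of reporter cells at 37 °C. Each well was multiplexed: SteadyGlo luminescence measured ATXN2-luciferase expression after a fluorogenic Gly-Phe-AFC viability readout (25 uM final).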
MCF10A rereplic – A quantitative high throughput screen for small molecules that induce DNA re-replication in MCF 10a normal breast cells; 2.9% of 350,000 active; AID 624296, 2012; MCF 10A DNA re-replication, Hoechst nuclear intensity, 48 h; Potency, µM (doses to about 46.1 µM), for the others: top-dose activity, positive = re-replication, actives largely listed as activators; also: potency is read from the fitted curve at half-maximal effect; % of control where 0% means no effect; nearly all actives have a fitted effect of over 50% in size
KB-V1 cytotox – qHTS assay for MDR1-selective chemotherapeutics: Primary screen using the drug-selected MDR subline cells KB-V1; KB-V1 MDR cells viability, CellTiter-Glo, 72 h; Potency, µM (doses to about 46.1 µM), for the others: top-dose activity change, negative = cytotoxicity, most hits filed as cytotoxic; 3.4% of 400,000 active; also: potency is read from the fitted curve at half-maximal effect; % is scaled to controls: 0 for no effect and ±100 for the full control effect; nearly all actives have a fitted effect of over 60% in size
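KB-V1, DMEM (no phenol red) + 10% FBS; cpd pin-transferred, titration series; 72 h, 37 degrees C; CellTiter-Glo, luminescence. Data normalized, curve-fit.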
IL1B secr inh – qHTS for Inhibitors of Inflammasome Signaling: IL-1-beta AlphaLISA Primary Screen; THP-1 LPS/ATP IL-1B secretion, AlphaLISA, 16 h; hits give low values; activity change, % at 57.5 µM; 4.7% of 360,000 active; in the data active = activity change below about -50%; inconclusive = mostly about -30% to -49%; also: % is scaled to controls: 0 for no effect and ±100 for the full control effect
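Secreted IL-1B measured by AlphaLISA bead assay after 16 h compound exposure of THP-1 cells; compounds (final up to 57.5 uM) added 1 h before LPS (250 ng/mL) and ATP (1.25 mM) stimulation; lower signal means less secretion.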
HT1080 IDH1KD tx – qHTS for induction of synthetic lethality in tumor cells producing 2HG: qHTS for the HT-1080-IDH1KD cell line; HT-1080 IDH1 knockdown viability, ATP luminescence, 48 h; Potency, µM (doses to about 46.1 µM), inactives show at the highest dose activity, negative = toxicity, usual class: cytotoxic; 2% of 360,000 active;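 also: potency is read from the fitted curve at half-maximal effect; 0% = DMSO wells and -100% = cell-free medium wells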
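In this qHTS, HT-1080 cells depleted of IDH1 are exposed for 48 h at 37 °C to compound titrations. Toxicity is scored from CellTiter-Glo luminescence, with DMSO as full viability and medium alone as none.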
SW480 rereplic – A quantitative high throughput screen for small molecules that induce DNA re-replication in SW480 colon adenocarcinoma cells; SW480 DNA re-replication, Hoechst DNA content imaging, 48 h; Potency, µM (highest dose often 46.1 µM), for the others: at the highest dose re-replication activation, most hits filed as activators; 1.8% of 340,000 active; also: potency is read from the fitted curve at half-maximal effect; % of control where 0% means no effect; nearly all actives have a fitted effect of over 55% in size
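DNA re-replication was detected as more nuclei of elevated Hoechst intensity after 48 hr exposure to compound (23 nL pinned per well of 250 cells).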
Numbers without * were called inactive; ? = inconclusive; nt = not tested or not shown; [ ] = dose if it differs, or a comment. Unless noted, calls follow the shape of the dose curve; as a rule, active = well fitted curve in the direction sought with a large enough effect; inconclusive = small, poorly fitted or top-dose-only effect, or another doubt; inactive = no such curve, though single readings can be large; an effect the other way counts as inactive or inconclusive.

SMILES	HT1080-NT tox	WRN helicase inh	KB-3-1 tox	ATXN2 expr inh	MCF10A rereplic	KB-V1 cytotox	IL1B secr inh	HT1080 IDH1KD tx	SW480 rereplic
CC(C)(C)c1ccc(OCC(O)CN2CCCC2)cc1 (configuration not stated)	-6%	7%	7%	-1%	?	-3%	4	2%	-6%
Cc1cc(C)c2cc(C#N)c(N3CCNCC3)nc2c1	-2%	1%	1%	-12%	nt	0%	-29	2%	nt
c1ccc2sc(Cc3nnc4n3CCCCC4)nc2c1	0%	1%[57.1 µM]	6%	0%	11%	6%	32	2%[9.24 µM]	18%
CN(C)c1ccc(C2N3CC4(C)CN2CC(C)(C3)C4O)cc1 (configuration not stated)	13%	-7%	23%	4%	-2%	4%	-21	1%	-10%
COCc1nnc(NC(=O)CC(C)C)s1	2%	4%	0%	2%	-4%	3%	-24	11%	-6%
COC(C/C=C\[C@@H](O)COCc1ccccc1)OC	-5%	6%	0%	-7%	?	0%	17	-1%	?
CC(C)(C)C(=O)C(Cc1ccccc1Cl)n1cncn1 (configuration not stated)	3%	2%	-8%	3%	0%	15%	1	-1%	-3%
Cc1ccc(/C=N\NC(=O)Cc2noc3ccccc23)cc1	?	9%	-2%	-11%	1%	?	10	-1%	7%
COc1ccc(C(=O)N2CCN(C3CCC(c4ccccc4)CC3)CC2)cc1OC (configuration not stated)	1%	-8%	0%	-30%	?	?	-15	-20%	-11%
CCOc1ccc(NS(=O)(=O)c2ccc(C(=O)N3CC(C)OC(C)C3)cc2)cc1 (configuration not stated)	-14%	-1%	?	nt	-1%	-7%	41	-24%	2%
C[C@]12CCC[C@H](O1)[C@H]([C@@H](O)c1ccccc1)O2	0%	-27%	0%	-7%	25%	-9%	34	-1%	-3%
CCN(C(=O)C(C)Sc1ccc(S(=O)(=O)N2CCOCC2)cn1)c1ccccc1 (configuration not stated)	10%	-5%	12%	-1%	4%	-8%	-13	-4%	-27%
COc1ccccc1NC(=O)C1CCCN(C(=O)NCc2ccccc2)C1 (configuration not stated)	-3%	2%	-12%	6%	-6%	-5%	16	6%	-19%
Cc1ccc(-c2ccc(C(=O)Nc3cccc(F)c3)o2)c2ccccc12	0%	-9%	14%	-1%	?	1%	-5	-6%	?
CC1CCN(CCCNC(=O)C2CCC(CNS(=O)(=O)c3cccc4nsnc34)CC2)CC1 (configuration not stated)	13%	0%	-22%	7%	-4%	11%	-4	-4%	-1%
Nc1nc(NCc2ccco2)nc(N2CCN(Cc3ccccc3)CC2)c1[N+](=O)[O-]	-5%	1%	0%	13%	23%	-1%	40	-6%	?
Cc1cc(Br)cn2c(Cc3ccsc3)c(-c3ccco3)nc12	16µM*	?	0%	?	nt	0%	-7	23µM*	nt
CCOC(=O)c1cnc2ccc(OCC)cc2c1NCc1cccnc1	?	-12%	?	11%	23µM*	?	?	?	0%
O=S(=O)(c1ccccc1Br)N1CCN(c2ncccn2)CC1	-2%	-2%	1%	-12%	4%	?	8	-2%	0%
CC(C)(C)C(=O)Nc1c2c(nn1-c1ccccc1)CSC2	-5%	2%	1%	nt	-1%	-21%	9	1%	3%
N#CCCN(C(=O)Nc1ccccc1)C1CCCCC1	4%	1%	4%	-3%	1%	3%	21	0%	-6%
Cc1ncoc1C(=O)Nc1ccccc1C(N)=O	14%	-1%	-11%	-16%	-4%	?	25	1%	-3%
CC1CCN(S(=O)(=O)c2ccc(NC(=O)CSc3nnnn3C)cc2)CC1	-13%	-4%	9%	-14%	10%	17%	4	-3%	-3%
CSc1ccc(CNC(C)(C)CO)cc1	11%	-7%	8%	4%	24%	5%	3	0%	-15%
CC(C)N(C(=O)CN1C(=O)NC2(CCCCCC2)C1=O)C(C)C	7%	-1%	7%	1%	19%	8%	16	0%	-3%[9.22 µM]
COc1cc(OC)nc(Nc2nc(C(N)Cc3ccccc3)cs2)n1 (configuration not stated)	?	5%[57.1 µM]	?	-10%	nt	?	0	?	nt
O=C(NC1CCC(O)CC1)c1ccccc1OCc1ccc(F)cc1 (configuration not stated)	-4%	11%	-3%	4%	-4%	-8%	4	3%	-7%
Cc1ccccc1CNCc1cccnc1	-4%	-23%	0%	0%	-7%	-26%	-4	-2%	0%
CCOc1ccc(Cl)cc1C(c1c(C)[nH][nH]c1=O)c1c(C)[nH][nH]c1=O	-12%	5%	-6%	0%	-2%	0%	-2	-13%	3%
CC(C)c1ccc(C2NC(C(=O)O)CS2)cc1 (configuration not stated)	-1%	15%	2%	7%	0%	3%	0	-4%	-9%

2 entries from above, with two lines to a compound.
Below each SMILES – HT1080-NT tox, WRN helicase inh, KB-3-1 tox, ATXN2 expr inh, MCF10A rereplic, KB-V1 cytotox, IL1B secr inh, HT1080 IDH1KD tx, SW480 rereplic
> Cc1cc(Br)cn2c(Cc3ccsc3)c(-c3ccco3)nc12
    16µM*, ?, 0%, ?, nt, 0%, -7, 23µM*, nt
> CCOC(=O)c1cnc2ccc(OCC)cc2c1NCc1cccnc1
    ?, -12%, ?, 11%, 23µM*, ?, ?, ?, 0%

Further structures.
SMILES	HT1080-NT tox	WRN helicase inh	KB-3-1 tox	ATXN2 expr inh	MCF10A rereplic	KB-V1 cytotox	IL1B secr inh	HT1080 IDH1KD tx	SW480 rereplic
COc1ccccc1NC(=O)C/C(C)=N/NC(=O)COc1c(Br)cc(Br)cc1OC	-1%	-2%	2%	-30%	9%	-9%	-23	-7%	-3%
COc1ccc(OCC(=O)NS(=O)(=O)c2ccc(Cl)cc2)cc1	3%	-5%	-20%	8%	4%	?	27	7%	-7%
CCCN1C2CCCC1CC(NC(=O)NC1CCCCC1)C2 (configuration not stated)	-2%	-5%	23%	15%	-1%	-12%	5	0%	-1%
COc1ccc(NC(=O)c2cc(-c3cc(Cl)ccc3OC)n[nH]2)c(C)c1	?	-16%	0%	-20%	nt	-30%	?	?	nt
Cc1ccc(-c2cc(-c3ccccc3Cl)[nH]n2)c(O)c1	?	-21%	-18%	131%[activator]	6%	-12%	1	11µM*	16%
COc1cc2c(=O)c(-c3ccc(O)cc3)coc2cc1OC1OC(CO)C(O)C(O)C1O (configuration not stated)	-8%	-3%	-13%	3%	-6%	-12%	-7	-3%	0%
CCOC(=O)c1nn(-c2ccc(OCC)cc2)c2nc(CC(C)C)c(C#N)c(=O)n12	1%	6%	-3%	-11%	-1%	?	0	-1%	4%
CCc1ccc2c(c1)NC(=O)C2(C)Cc1ccccc1 (configuration not stated)	3%	1%	0%	-1%	nt	6%	25	14%	nt
Cc1ccc(/C=C/C(=O)N2CCN(S(=O)(=O)/C=C/c3ccccc3)CC2)o1	1%	-7%	1%	nt	0%	0%	8	15%	-18%
N=C(N=C(N)N)N1CCc2ccccc21	2%	-2%	-6%	-17%	1%	-7%	-8	0%	-2%
O=C(Cn1c2c(sc1=O)C1c3ccccc3OCC1CS2)Nc1ccc(Cl)cc1 (configuration not stated)	-4%	-2%	?	-22%	20%	?	18	-2%	-7%
O=c1c2cc(Br)ccc2nc(-c2ccccc2)n1O	-11%	-3%	-16%	nt	9%	0%	0	-16%	-1%
COCC(=O)Nc1ncc(S(=O)(=O)c2ccc([N+](=O)[O-])cc2)s1	0%	-8%	-2%	-9%	9%	-10%	13	-16%	-6%
Cc1c(CC(=O)O)c(=O)oc2cc3c(cc12)CCC(C)(C)O3	2%	-2%	1%	nt	-9%	21%	0	5%	-21%
Cc1cccc(NS(=O)(=O)c2ccc3[nH]c(=O)oc3c2)c1C	-4%	-13%	-2%	-6%	3%	?	21	-8%	-3%
CCN1CCN(c2cc(C)c3cc(NC(=O)c4cccc(OC)c4)ccc3n2)CC1	4%	-8%	?	nt	?	-9%	0	-20%	29%
O=C(CCCc1nc(-c2ccccc2)no1)NC1CCCCC1	-5%	-4%	-8%	-17%	-4%	-2%	24	-4%	-4%
CCN(Cc1ccc(OC)c(F)c1)C(C)C(=O)Nc1ccc(S(=O)(=O)N2CCCC2)cc1 (configuration not stated)	-11%	-6%	0%	-7%	-3%	0%	0	-7%	-13%
COC(=O)C1(C(=O)OC)c2ccccc2N(S(=O)(=O)c2ccc(C)cc2)C1CC(=O)c1ccccc1 (configuration not stated)	5%	-4%	-29%	nt	nt	?	28	9%	nt
Cc1ccn2c(C(=O)N/N=C\c3ccccc3[N+](=O)[O-])c(C)nc2c1	14%	-7%	?	-6%	-2%	-19%	-16	23%	-6%
Cc1ccc(NC(=O)Cn2cccc2)cc1	15%	3%	9%	-1%	7%	-1%	-20	21%	-4%
CCOc1ccc(N2C(=O)Nc3ccccc3C2(O)C(=O)NCc2ccc(C)cc2)cc1 (configuration not stated)	9%	-3%	1%	-6%	-2%	2%	-7	6%	-2%
COc1ccc(NC(=O)Nc2cccc3c2O[C@H](CN(C)S(=O)(=O)c2ccc(OC)cc2)[C@@H](C)CN([C@H](C)CO)C3=O)cc1	-1%	3%	-1%	3%	0%	?	-28	-1%	2%
Cc1ccc(C)c2c3c([nH]c12)-c1nonc1CC3	?	-2%	-26%	-9%	3%	?	19	?	3%

Ordered by formula weight (descending): part of the list above
SMILES	HT1080-NT tox	WRN helicase inh	KB-3-1 tox	ATXN2 expr inh	MCF10A rereplic	KB-V1 cytotox	IL1B secr inh	HT1080 IDH1KD tx	SW480 rereplic
O=C(NC1CCC(O)CC1)c1ccccc1OCc1ccc(F)cc1 (configuration not stated)	-4%	11%	-3%	4%	-4%	-8%	4	3%	-7%
CC(C)N(C(=O)CN1C(=O)NC2(CCCCCC2)C1=O)C(C)C	7%	-1%	7%	1%	19%	8%	16	0%	-3%[9.22 µM]
N=C(N=C(N)N)N1CCc2ccccc21	2%	-2%	-6%	-17%	1%	-7%	-8	0%	-2%
